PTHR1 ag – qHTS for PTHR1 Agonists: Primary Screen | AID 743266, 2014 | Parathyroid hormone/parathyroid hormone-related peptide receptor (Homo sapiens), Q03431 | HEK293 GP2 PTHR1 cells, GloSensor cAMP luminescence, 1 h | 410,000 compounds, 0.075% hits | Potency, µM (doses to about 115 µM), for the others: at the highest dose activation, most hits filed as activators; also: potency is read from the fitted curve at half-maximal effect; nearly all actives have a fitted effect of over 55% in size; some results filed as inactive show a strong effect at the top dose; inactives centre near -15; many of its hits are not listed in these tables
Target sequence (Q03431 whole entry, looked up): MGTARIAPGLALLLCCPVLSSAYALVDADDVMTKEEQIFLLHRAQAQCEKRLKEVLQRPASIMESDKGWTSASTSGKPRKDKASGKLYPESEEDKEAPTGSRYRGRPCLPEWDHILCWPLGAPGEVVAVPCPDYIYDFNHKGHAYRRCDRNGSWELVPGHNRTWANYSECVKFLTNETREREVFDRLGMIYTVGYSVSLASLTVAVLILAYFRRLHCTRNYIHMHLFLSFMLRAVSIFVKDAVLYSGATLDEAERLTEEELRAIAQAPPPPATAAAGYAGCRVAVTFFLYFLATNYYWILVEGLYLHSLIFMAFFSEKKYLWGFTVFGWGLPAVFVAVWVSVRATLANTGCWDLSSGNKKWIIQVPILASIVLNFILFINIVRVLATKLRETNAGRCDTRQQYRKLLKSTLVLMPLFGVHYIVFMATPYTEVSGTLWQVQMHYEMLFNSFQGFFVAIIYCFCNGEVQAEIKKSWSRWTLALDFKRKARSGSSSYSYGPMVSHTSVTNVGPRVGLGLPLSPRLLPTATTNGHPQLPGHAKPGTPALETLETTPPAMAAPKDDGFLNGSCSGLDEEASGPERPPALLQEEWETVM
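HEK-293-derived GP2 cells expressing PTHR1 and a GloSensor cAMP reporter, 3,000/well, plated overnight, given luciferin plus IBMX (each 0.5 mM as added) for 1 h at 37 °C, then compound for 1 h at 37 °C. Luminescence was read after 15 min at room temperature.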
PI5P4Ka inh – qHTS for Inhibitors of phosphatidylinositol 5-phosphate 4-kinase (PI5P4K) | Phosphatidylinositol 5-phosphate 4-kinase type-2 alpha (Homo sapiens), P48426 | 330,000 compounds, 1.2% hits | AID 652105, 2013 | PI5P4Kalpha enzyme, ADP-Glo luminescence, 60 min; active compounds read low | max response, %; active = max response of -50% or lower; inconclusive = between -30% and -50%; inactive = -30% or higher; also: value at the top dose of about 77 µM; % is scaled to controls: 0 for no effect and ±100 for the full control effect
Target sequence (P48426 whole entry, looked up): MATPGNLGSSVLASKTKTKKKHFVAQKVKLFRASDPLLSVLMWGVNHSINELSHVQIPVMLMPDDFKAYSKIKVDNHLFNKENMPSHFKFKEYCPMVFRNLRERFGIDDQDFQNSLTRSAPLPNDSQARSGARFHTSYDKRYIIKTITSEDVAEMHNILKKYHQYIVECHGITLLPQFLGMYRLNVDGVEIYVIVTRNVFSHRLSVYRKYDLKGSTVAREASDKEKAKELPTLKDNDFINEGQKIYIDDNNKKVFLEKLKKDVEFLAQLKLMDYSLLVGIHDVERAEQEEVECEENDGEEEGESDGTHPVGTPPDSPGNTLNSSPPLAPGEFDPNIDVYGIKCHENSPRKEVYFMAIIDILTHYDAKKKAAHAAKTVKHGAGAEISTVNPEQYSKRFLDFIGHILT
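ADP-Glo luminescence end-point read after a 60 min room-temperature kinase reaction of PI5P4Kalpha plus substrate, initiated with ATP at 5 microM final. Buffer: 0.038 M HEPES pH 7.4, EGTA, 0.1% CHAPS, 5% DMSO.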
PLK1 PBD inh – qHTS for Inhibitors of PLK1-PDB (polo-like kinase 1 - polo-box domain): Primary Screen. Plk1 PBD binding of FITC phosphopeptide, fluorescence polarization. AID 720504, 2013. 360,000 compounds, 2.8% hits. Serine/threonine-protein kinase PLK1 (Homo sapiens), P53350. Potency, µM, for inactives: max response, negative = inhibition, actives largely listed as inhibitors; also: potency is read from the fitted curve at half-maximal effect; series mostly up to about 57 µM; % is scaled to controls: 0 for no effect and ±100 for the full control effect; nearly all actives have a fitted effect of over 65% in size
GLP-1R inv ag – qHTS of GLP-1 Receptor Inverse Agonists (Inhibition Mode); Glucagon-like peptide 1 receptor (Homo sapiens), P43220; HEK293 GLP-1R CRE-luciferase, luminescence, 24 h; GLP-1R form is constitutively active; Potency, µM (doses to about 38.3 µM), without a hit: at the highest dose activity change, negative = inhibition, actives largely listed as inhibitors; 410,000 compounds, 1.6% hits; AID 624417, 2012; also: potency is read from the fitted curve at half-maximal effect; % is scaled to controls: 0 for no effect and ±100 for the full control effect; nearly all actives have a fitted effect of over 55% in size
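Stable HEK293 clone (constitutively active GLP-1R + cAMP-response luciferase); 200 cells/uL plated, 12 h pre-culture, compound 24 hr, 37 deg C/5% CO2; detection reagent 12 min RT; luminescence.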
EPAC1 agonist – qHTS for Agonist of cAMP-regulated guanine nucleotide exchange factor 3 (EPAC1): primary screen; Rap guanine nucleotide exchange factor 3 (Homo sapiens), O95398; EPAC1 agonist qHTS, biochemical assay; response scale: 100% = response to 6.5 mM cAMP; Potency, µM (top dose mostly 154 µM), inactives show top-dose activation, hits mostly activators; 360,000 compounds, 0.073% hits; also: potency is read from the fitted curve at half-maximal effect; nearly all actives have a fitted effect of over 60% in size
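Multi-concentration qHTS readout: loss of Rap1B-bound BODIPY-GDP fluorescence driven by 100 nM EPAC1 with excess GDP (50 uM), monitored kinetically at room temperature; agonist response expressed relative to 6.5 mM cAMP.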
IL-2 act – qHTS of IL-2 Activators | IL-2 activation reporter assay, cell-based qHTS; stimulated with anti-CD3/CD4/CD28 beads; in transgenic mouse T cells | activation, % (series mostly up to about 46 µM) | 360,000 compounds, 0.065% hits; in the data active = activation above about 50%; inconclusive = mostly about 30% to 49%; also: 0% is about no effect
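Quantitative HTS in unstimulated transgenic mouse T cells, with memory T cells as non-tolerant control and PMA/ionomycin as tolerance-bypass control. Compound pretreatment lasted 60 minutes before 18 h bead stimulation; EGFP/DsRed fluorescence read.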
GLP1R cytotox – qHTS of GLP-1 Receptor Inverse Agonists: Cytotox Screen | Potency, µM (doses to about 38.3 µM), for the others: at the top dose activity change, negative = inhibition, most hits filed as inhibitors | 410,000 compounds, 0.13% hits | HEK293 cAMP-luciferase reporter cells, luminescence, 24 h;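 also: loss of luciferase light is scored as toxicity; potency is read from the fitted curve at half-maximal effect; % is scaled to controls: 0 for no effect and ±100 for the full control effect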
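To flag toxic compounds, the library was rerun on cells for 24 hr at 37 deg C and 5% CO2. Viability-linked luminescence was captured 12 min after adding luciferase detection reagent.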
GLP1R ag – qHTS of GLP-1 Receptor Agonists. HEK293 GLP-1R CRE-luciferase, luminescence, 4-6 h; cells express a hypersensitive GLP-1R form. Potency, µM (top dose mostly 45.6 µM), for the others: top-dose activation, usual class: activators. 380,000 compounds, 0.007% hits; also: potency is read from the fitted curve at half-maximal effect; % of control where 0% means no effect
EPAC1 antagonist – qHTS for Antagonist of cAMP-regulated guanine nucleotide exchange factor 3 (EPAC1): primary screen. Rap guanine nucleotide exchange factor 3 (Homo sapiens), O95398. EPAC1 GEF assay, Rap1b-BODIPY-GDP exchange fluorescence. Potency, µM (doses to about 115 µM), without a hit: at the top dose activity change, negative = inhibition, usual class: inhibitors. 360,000 compounds, 0.14% hits. AID 720709, 2013;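 also: potency is read from the fitted curve at half-maximal effect; plate controls were vehicle for no effect and positive control for full effect; nearly all actives have a fitted effect of over 50% in size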
Numbers without * were called inactive; i = inactive; ? = inconclusive; nt = not tested or not shown; [ ] = remark or other dose. Unless noted, calls follow the shape of the dose curve; as a rule, active = well fitted curve in the direction sought with a large enough effect; inconclusive = small, poorly fitted or top-dose-only effect, or another doubt; inactive = no such curve, though single readings can be large; an effect the other way counts as inactive or inconclusive. These rows are one share of the data; the hit share may differ from the screen's.

Order of values: PTHR1 ag, PI5P4Ka inh, PLK1 PBD inh, GLP-1R inv ag, EPAC1 agonist, IL-2 act, GLP1R cytotox, GLP1R ag, EPAC1 antagonist
- CC(C)CC1C(=O)N(Cc2cn(CC3CCCCC3)nn2)CCS(=O)(=O)N1Cc1ccc(-c2ccc(Cl)c(Cl)c2)cc1 (configuration not stated)
→ -33%[inhibitor], 18, -8%, -21%, 0%, -4.5, 1%, 10%, 16%
- COc1ccc(C(=O)c2oc3ccc(Br)cc3c2NC(C)=O)cc1
→ -21%, -7, -9%, 15%, 1%, -0.3, -15%, 5%, -23%
- O=c1oc2ccc(Br)cc2cc1-c1nc2ccccc2o1
→ -3%[57.5 µM], nt, -1%, 5%, 8%, 1.6, 10%, -3%, -2%
- O=C(NCCCn1ccnc1)c1cc2c(s1)CCCCC2
→ -7%[57.5 µM], nt, -2%, -9%, -1%, -2.3, -17%, 5%, 9%
- Cc1cc(-c2nnc(SCC(=O)Nc3ccccc3F)n2N)n[nH]1
→ i, 0, -14%, 1%, -8%, -2.5, 4%, 1%, -5%
- Cc1cc(N)n(-c2cc(C)c3ccccc3n2)n1
→ -28%, -5, -4%, 9%, -6%, -2.1, 3%, 21%, -2%
- Cc1ccc(OCCNC(=O)CCNC(=O)c2ccc(Cl)cc2)cc1
→ i, 3, -3%, 7%, -13%, 1.7, 12%, -2%, -15%
- Cc1cc(OC(=O)N2CCCCC2)cc(C)c1Cl
→ -7%, 0, 1%, ?, 10%, -1.0, -10%, 0%, 3%
- COc1ccc2nc(NCCCO)[nH]c2c1
→ i, -4, -4%, 1%, 3%, 0.6, -11%, -6%, 9%
- COc1ccccc1-c1cc(C(F)(F)F)nc(S(=O)(=O)CCCC(=O)NC(C)C)n1
→ -33%[inhibitor], 7, ?, 107%[activator], -3%, -2.7, ?, 4%, -9%
- C=CCN1C(=O)/C(=C\c2ccc(OC(=O)c3ccco3)c(OC)c2)SC1=S
→ -12%, 0, 3%, 16%, 6%, -4.0, -3%, 9%, 4%
- Cc1c(NS(=O)(=O)c2cccc(C(=O)NCc3ccccc3)c2)c(=O)n(-c2ccccc2)n1C
→ i, 2, -8%, 8%, -2%, 0.0, 3%, 8%, -21%
- COCc1cc(C)nc2sc(C(=O)Nc3nccs3)c(N)c12
→ -4%, -5, 2%, 95%[activator], -24%, -3.2, 76%[activator], 20%, -10%
- COc1ccc2c(ccc[n+]2CC(=O)c2ccc(C)cc2)c1
→ -15%, -4, -9%, -18%, 5%, -0.5, 4%, -1%, -14%
- O=c1c2ccccc2sn1-c1ccc(F)cc1
→ i, -89*, 3µM*, 5%, -9%, -0.8, -9%, 8%, ?
- Cc1nc(C(=O)Nc2ccccc2)sc1C1(C)CC(c2cccc([N+](=O)[O-])c2)=NO1 (configuration not stated)
→ -6%, -6, -6%, -25%, -15%, -0.3, -11%, -3%, -16%
- Cc1ccccc1OCCN1C(=O)C(=O)c2cccc(C)c21
→ i, 3, ?, 0%, 9%, -2.8, -2%, 3%, -3%
- COC(=O)[C@]1(Cc2ccccc2)N[C@H](CN(C)C(=O)NC(C)C)[C@@H]2C(=O)N(Cc3ccccc3)C(=O)[C@@H]21
→ 20%, 2, -17%, -5%, -10%, 1.0, 1%, 5%, -12%
- OCCCN1CCN(CCOc2ccccc2-c2ccccc2)CC1
→ -1%, -2, -7%, ?, 1%, 1.7, 8%, -4%, 4%
- COc1ccccc1Oc1ccc2c(c1)C(=O)N(c1ccc(C)cc1)C2=O
→ -46%[inhibitor], 3, -8%, -11%, -9%, -5.2, 1%, -2%, 0%
- Cc1cc(C)c(S(=O)(=O)NCc2ccccn2)c(C)c1
→ -33%[inhibitor], -1, -7%, -4%, -10%, -3.2, -1%, 10%, 7%
- CC(C)(C)NC(=O)Nc1ccccc1C(N)=O
→ -10%[57.5 µM], nt, -2%, 6%, 3%, 1.2, 14%, 1%, -1%
- CN(C(=O)c1ccc(Cl)cc1)C1CCS(=O)(=O)C1 (configuration not stated)
→ i, 1, 0%, 6%, -21%, 0.1, -5%, -8%, -1%
- COc1c(O)cccc1-c1nnn(CCC(=O)OCC(=O)c2ccccc2)n1
→ 0%[57.5 µM], nt, 1%, 7%, 1%, 2.6, 6%, -4%, 5%
- Cc1cccc(NC(=O)C2c3ccccc3C(=O)N3CCc4ccccc4C23)n1 (configuration not stated)
→ i, nt, -5%, -6%, 1%, -2.4, -22%, 2%, -3%
- CCc1nnc(NC(=O)CSc2nc(C)nc3c2c(=O)n(C)c(=O)n3C)s1
→ -2%, 3, -5%, 6%, -4%, -0.7, 6%, 6%, 10%
- CC(C)(C)NC(=O)CSc1ncccc1-c1nc2ccccc2[nH]1
→ i, -1, -10%, 1%, 1%, -1.2, 5%, 5%, -2%
- COc1ccc(-c2ccc(SCC(=O)NC3CCCC3)nn2)cc1OC
→ -77%[inhibitor], 2, -4%, 188%[activator], 18%, 1.4, 10%, ?, -15%
- CCNC(=O)C(CCSC)NS(=O)(=O)c1ccc(C)cc1 (configuration not stated)
→ i, 3, -7%, 3%, 0%, -2.7, -2%, -1%, 9%
- CS(=O)(=O)N(CC(=O)Nc1ccccc1F)C1CCCCC1
→ -2%, 1, 0%, 4%, 4%, 0.8, 0%, -1%, 10%

Compounds listed so far that have fluorine:
Order of values: PTHR1 ag, PI5P4Ka inh, PLK1 PBD inh, GLP-1R inv ag, EPAC1 agonist, IL-2 act, GLP1R cytotox, GLP1R ag, EPAC1 antagonist
- Cc1cc(-c2nnc(SCC(=O)Nc3ccccc3F)n2N)n[nH]1
→ i, 0, -14%, 1%, -8%, -2.5, 4%, 1%, -5%
- COc1ccccc1-c1cc(C(F)(F)F)nc(S(=O)(=O)CCCC(=O)NC(C)C)n1
→ -33%[inhibitor], 7, ?, 107%[activator], -3%, -2.7, ?, 4%, -9%
- O=c1c2ccccc2sn1-c1ccc(F)cc1
→ i, -89*, 3µM*, 5%, -9%, -0.8, -9%, 8%, ?
- CS(=O)(=O)N(CC(=O)Nc1ccccc1F)C1CCCCC1
→ -2%, 1, 0%, 4%, 4%, 0.8, 0%, -1%, 10%

Next part.
Order of values: PTHR1 ag, PI5P4Ka inh, PLK1 PBD inh, GLP-1R inv ag, EPAC1 agonist, IL-2 act, GLP1R cytotox, GLP1R ag, EPAC1 antagonist
- Cc1ccc(Cn2c(SCC(=O)N(C)C3CCS(=O)(=O)C3)nc3ccccc3c2=O)cc1 (configuration not stated)
→ -16%, -4, -10%, 3%, 8%, -5.6, -3%, -2%, 9%
- C=CCOC(=O)c1[nH]c2c(c1C)C(=O)CC(c1ccco1)C2 (configuration not stated)
→ -79%[inhibitor], -61*, ?, -61%, -12%, -2.9, -17%, 17%, -25%
- O=C(COC(=O)c1c[nH]c(=O)[nH]c1=O)Nc1cccc([N+](=O)[O-])c1
→ i, 3, -5%, 6%, -1%, 1.0, -12%, -7%, ?
- CCCC(=O)Nc1ccc(NC(=O)c2cccc(OC)c2)cn1
→ i, 0, -5%, -11%, -7%, 1.2, 4%, 8%, -11%
- O=C1OC(c2ccc(Br)cc2)=N/C1=C\c1ccco1
→ 0%, 3, -9%, 11%, 0%, -0.9, 12%, 1%, -8%
- CN(C)/C=N/c1nc2ccc3c(c2s1)CCCC3
→ -16%[57.5 µM], nt, -6%, 38%[activator], 8%, -2.9, 9%, 13%, -15%
- N=c1c(C(=O)NCc2ccco2)cc2c(=O)n3ccccc3nc2n1CC1CCCO1 (configuration not stated)
→ i, -10, -13%, 77%[activator], -11%, 1.5, 93%[activator], 6%, -4%
- COc1ccc(NC(=O)CSc2n[nH]c(=O)n2C2CC2)cc1OC
→ -18%, 2, -3%, 18%, 9%, 0.7, -10%, -4%, -2%
- NC(=O)C1CCN(c2nc(-c3ccccc3)nc3ccccc23)CC1
→ -17%, nt, -8%, 0%, 7%, 4.7, ?, 10%, 14%
- COCCNC(=O)CS(=O)Cc1nc(-c2ccccc2C)oc1C (configuration not stated)
→ i, 1, -11%, -2%, -8%, 1.9, 3%, -2%, -14%
- O=C(O)CCCC(=O)Nc1ccc(C(=O)N2CCCCC2)cc1
→ -7%[57.5 µM], nt, -10%, 2%, 5%, -0.8, 10%, 0%, -7%
- NNC(=S)Nc1c(F)cc(F)cc1Br
→ -13%, ?, -12%, ?, 6%, -1.6, ?, 3%, 16%
- COc1ccc(C(=O)OCCCN(C)C)cc1OC
→ -22%, -2, -17%, 6%, -2%, 0.5, 0%, 18%, -1%
- CNC(=O)c1cc(S(=O)(=O)N(C)C)ccc1Cl
→ i, nt, -4%, -14%, 2%, 1.1, -32%, -13%, 4%
- N#Cc1c(N2C(=O)Nc3ccccc3N2O)sc2c1CCCCCC2
→ i, -20, -23%, -3%, -4%, 1.9, -2%, 3%, 21%
- O=C(NCCc1cccc(F)c1)/C(=C/c1cccnc1)NC(=O)c1ccccc1
→ i, 1, -3%, 13%, 5%, -0.6, 4%, 11%, -5%
